Source: PubChem BioAssay (The Scripps Research Institute Molecular Screening Center)
FBW7 act: activators of human E3 ligase FBW7; AlphaScreen FBW7–phospho-cyclin E peptide binding, activator screen; AID 1259310; normalized activity (activation), % at 26.1 µM; hit rate 0.13% among 650,000; in the data active = normalized activity above about 1.9%;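 also: purified mutant Fbw7 with reduced substrate affinity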
MITF primary: blocks human microphthalmia-associated transcription factor; O75030; AlphaScreen MITF homodimerization, bead proximity signal; inhibition, % at 2.6 µM; hit rate 0.91% among 650,000; in the data active = inhibition above about 50%;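 also: 0% = vehicle wells with protein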
Target sequence (O75030 whole entry, looked up): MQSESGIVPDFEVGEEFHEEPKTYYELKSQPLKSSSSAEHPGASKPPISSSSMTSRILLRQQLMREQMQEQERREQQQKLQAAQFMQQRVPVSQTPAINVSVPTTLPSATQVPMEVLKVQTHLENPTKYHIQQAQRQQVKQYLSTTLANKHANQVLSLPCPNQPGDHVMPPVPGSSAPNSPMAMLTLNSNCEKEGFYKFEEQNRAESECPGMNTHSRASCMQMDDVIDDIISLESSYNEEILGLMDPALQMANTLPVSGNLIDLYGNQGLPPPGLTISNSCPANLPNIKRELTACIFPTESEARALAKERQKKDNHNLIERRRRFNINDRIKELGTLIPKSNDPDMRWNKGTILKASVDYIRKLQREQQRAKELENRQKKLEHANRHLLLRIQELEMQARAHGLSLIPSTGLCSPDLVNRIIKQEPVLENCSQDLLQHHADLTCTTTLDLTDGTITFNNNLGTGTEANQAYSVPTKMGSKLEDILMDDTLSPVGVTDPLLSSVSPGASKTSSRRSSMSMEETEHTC
TEAD-YAP block: TEAD-YAP interaction inhibition. AID 1259422. hit rate 1.4% among 640,000. inhibition, % at 9.12 µM. HEK-TIYL cells, TEAD-Gal4/YAP UAS-luciferase luminescence; in the data active = inhibition above about 32%;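 also: 0% = median of test compound wells and 100% = reference inhibitor wells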
GPR151 activ: activates the human receptor GPR151. Q8TDV0. PathHunter beta-arrestin GPR151 cells, luminescence. activation, % at 11.2 µM. hit rate 1% among 650,000. AID 1508602; in the data active = activation above about 4.9%;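 also: 0% = median of compound wells and 100% = cells with positive control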
Target sequence (Q8TDV0 whole entry, looked up): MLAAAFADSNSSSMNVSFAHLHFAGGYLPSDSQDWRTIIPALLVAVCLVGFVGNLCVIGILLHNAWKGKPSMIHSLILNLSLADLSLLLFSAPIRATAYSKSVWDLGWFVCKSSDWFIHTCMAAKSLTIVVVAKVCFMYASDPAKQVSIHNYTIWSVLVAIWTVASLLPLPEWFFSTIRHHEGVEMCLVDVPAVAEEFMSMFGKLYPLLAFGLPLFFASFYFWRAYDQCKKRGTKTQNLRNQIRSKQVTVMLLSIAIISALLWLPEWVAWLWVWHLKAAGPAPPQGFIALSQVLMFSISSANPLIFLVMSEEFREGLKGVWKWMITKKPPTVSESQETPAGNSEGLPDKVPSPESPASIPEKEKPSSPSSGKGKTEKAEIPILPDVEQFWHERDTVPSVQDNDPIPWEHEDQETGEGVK
Numbers without * were called inactive. Random draw from the library; about 3.5% have a hit in one of these screens.

SMILES	FBW7 act	MITF primary	TEAD-YAP block	GPR151 activ
CN(C)C(=O)COc1ccc2c(-c3ccccc3)cc(=O)oc2c1	-0.1	-2	4	-0.2
CCOC(=O)C(=CN1CC(CC)Oc2ccc(Cl)cc21)C(=O)OCC (stereo not drawn)	-0.1	1	7	1.6
Nn1c(SCc2ccc(Br)cc2)nnc1-c1ccccn1	-0.2	9	15	-1.2
CCOc1cc(/C=N/NC(=O)CC(=O)NC(C)C)ccc1O	-0.1	-12	3	2.9
COc1ccc(C2=N/C(=C\c3cccs3)C(=O)O2)c(Br)c1	0.0	0	4	1.5
O=C(NCc1ccc2c(c1)OCO2)Nc1ccc(Br)cc1	0.1	1	-8	1.2
NC(=O)CSc1nnc(-c2ccncc2)n1-c1ccccc1Cl	-0.1	-5	-1	0.7
CC(=O)c1sc(NC(=O)CCCSc2ccc(F)cc2)nc1C	0.1	2	13	-0.2
COc1ccc(C2=NN(C(=O)CSc3nnc(CNC(=O)c4cccs4)n3C)C(c3cccc(OC)c3OC)C2)cc1 (stereo not drawn)	0.0	-11	12	-1.0
CCOC(=O)/C(C#N)=C\c1cn(-c2ccccc2)nc1-c1cccnc1	0.0	-3	9	4.6
Cc1cc(Sc2ccccn2)c2ccccc2n1	-0.1	6	8	0.5
CCOC(=O)c1cccc(NC(=O)CN(C)S(=O)(=O)c2cnc[nH]2)c1	0.1	-10	-13	-0.5
CCCOc1ccc2ccccc2c1CO	0.0	0	-10	0.6
O=[N+]([O-])c1cccc(/C=N/NP2(=O)C=C(c3ccccc3)OC(c3ccccc3)=C2)c1	0.1	12	2	-1.1
O=c1/c(=C\c2ccc(-c3ccc(F)cc3F)o2)sc2nc3ccccc3n12	0.0	11	0	0.7
O=C(NCCCN1CCCC1=O)c1cnc(Br)s1	0.0	-2	11	0.1
Cc1cc([N+](=O)[O-])ccc1-c1cc2ccccc2oc1=O	0.0	-4	7	0.3
COc1ccc(C(=O)NCCc2cn3ccccc3n2)c(OC)c1	0.6	6	5	-0.9
Cc1nnc(NC(=O)CSc2nnc(CNC(=O)c3ccco3)n2-c2cccc(C(F)(F)F)c2)s1	0.4	10	7	-0.5
CCOC(=O)c1sc2ncnc(N(CC)CC)c2c1C	-0.1	3	4	-1.4
COc1ccc(C(=O)NC2CC2)cc1OC1CCN(Cc2ccccc2)CC1	-0.1	-5	-13	0.0
CC(C)N1C(=O)N(C)C2C1N(C)C(=O)N2C (stereo not drawn)	-0.1	-4	-4	-0.4
Cc1cccc(N(CC(=O)N2CCCC2)S(C)(=O)=O)c1C	-0.2	-3	6	-0.8
CCC1CCC2(CC1)NC(=O)N(CC(=O)Nc1cc(C(=O)OC)cc(C(=O)OC)c1)C2=O (stereo not drawn)	0.2	12	-14	-0.9
CS(=O)(=O)N(Cc1ccc(Cl)cc1)c1ccc(C(=O)N2CCN(c3ccccc3)CC2)cc1	0.6	4	-1	0.6
O=S(=O)(O)CCC[n+]1ccc(/C=C/c2c[nH]c3ccccc23)cc1	-0.1	1	3	-0.3
COC(=O)c1sc(NC(=O)c2ccc(Br)s2)nc1C	0.1	5	-23	-0.6
CN1C(=O)/C(=C/c2ccc(O)c([N+](=O)[O-])c2)N(C)C1=S	0.1	-3	2	-6.6
CN(Cc1ccccc1)c1oc(COc2ccc(F)cc2)nc1C#N	-0.1	20	-10	2.0
O=C1C(=O)N(CCOCCO)C(c2cccs2)/C1=C(\O)c1ccc(Cl)cc1 (stereo not drawn)	-0.4	14	8	-0.9
COc1ccc(-c2ocnc2C(=O)N2CCN(C3CCCCC3)CC2)cc1	-0.1	14	-8	0.7
Cc1ccc(NC(=O)CCc2nc3cccnc3n2Cc2cccs2)cc1	-0.1	0	-2	3.9
O=C(CS(=O)c1ccc(C(F)(F)F)cc1[N+](=O)[O-])OC1CCCCC1 (stereo not drawn)	-0.2	11	-59	0.9
CC1CCN(c2nc3c(c(=O)n(C)c(=O)n3C)n2CC(=O)c2ccc(Br)cc2)CC1	0.0	17	2	-1.0
CCC(Sc1nc2[nH]ncc2c(=O)n1-c1ccccc1Cl)C(=O)N1CCOCC1 (stereo not drawn)	0.0	19	6	1.6
Cc1onc(-c2ccccc2)c1C(=O)Nc1cccnc1	0.0	-1	-3	1.3
COCC(=O)N1CCN(Cc2nnnn2-c2ccc(C)cc2)CC1	0.2	-8	8	-0.4
O=C(O)c1ccc(S(=O)(=O)Cc2ccccc2F)c([N+](=O)[O-])c1	0.0	22	-2	0.5
CCc1cc2c(=O)c(-c3ccc4c(c3)OCO4)c(C(F)(F)F)oc2cc1OC(C)C	0.2	16	-8	-2.2
CCCCNC(=O)C1CCN(Cc2ccccc2OCC)CC1	0.4	32	-4	-0.6

An excerpt from above in order of count of non-hydrogen atoms, low to high.
SMILES	FBW7 act	MITF primary	TEAD-YAP block	GPR151 activ
CC(C)N1C(=O)N(C)C2C1N(C)C(=O)N2C (stereo not drawn)	-0.1	-4	-4	-0.4
COC(=O)c1sc(NC(=O)c2ccc(Br)s2)nc1C	0.1	5	-23	-0.6
CN1C(=O)/C(=C/c2ccc(O)c([N+](=O)[O-])c2)N(C)C1=S	0.1	-3	2	-6.6
Cc1onc(-c2ccccc2)c1C(=O)Nc1cccnc1	0.0	-1	-3	1.3
CCCCNC(=O)C1CCN(Cc2ccccc2OCC)CC1	0.4	32	-4	-0.6
O=S(=O)(O)CCC[n+]1ccc(/C=C/c2c[nH]c3ccccc23)cc1	-0.1	1	3	-0.3
CN(Cc1ccccc1)c1oc(COc2ccc(F)cc2)nc1C#N	-0.1	20	-10	2.0
Cc1ccc(NC(=O)CCc2nc3cccnc3n2Cc2cccs2)cc1	-0.1	0	-2	3.9
COc1ccc(C(=O)NC2CC2)cc1OC1CCN(Cc2ccccc2)CC1	-0.1	-5	-13	0.0
CCC(Sc1nc2[nH]ncc2c(=O)n1-c1ccccc1Cl)C(=O)N1CCOCC1 (stereo not drawn)	0.0	19	6	1.6
CCc1cc2c(=O)c(-c3ccc4c(c3)OCO4)c(C(F)(F)F)oc2cc1OC(C)C	0.2	16	-8	-2.2
CCC1CCC2(CC1)NC(=O)N(CC(=O)Nc1cc(C(=O)OC)cc(C(=O)OC)c1)C2=O (stereo not drawn)	0.2	12	-14	-0.9
CS(=O)(=O)N(Cc1ccc(Cl)cc1)c1ccc(C(=O)N2CCN(c3ccccc3)CC2)cc1	0.6	4	-1	0.6

Three entries from above, arranged by count of non-hydrogen atoms, lowest first:
SMILES	FBW7 act	MITF primary	TEAD-YAP block	GPR151 activ
O=C(CS(=O)c1ccc(C(F)(F)F)cc1[N+](=O)[O-])OC1CCCCC1 (stereo not drawn)	-0.2	11	-59	0.9
COc1ccc(-c2ocnc2C(=O)N2CCN(C3CCCCC3)CC2)cc1	-0.1	14	-8	0.7
CCc1cc2c(=O)c(-c3ccc4c(c3)OCO4)c(C(F)(F)F)oc2cc1OC(C)C	0.2	16	-8	-2.2

Further records
SMILES	FBW7 act	MITF primary	TEAD-YAP block	GPR151 activ
Cc1ccnc2nc(C(=O)Nc3ccccc3C(C)C)nn12	0.1	-6	2	-0.1
Oc1ccc(CCNc2cc(Nc3ccccn3)ncn2)cc1	0.1	-5	22	-1.5
Cc1c(NC(=S)Nc2c(C)n(C)n(-c3ccccc3)c2=O)c(=O)n(-c2ccccc2)n1C	-0.1	11	-7	0.9
Cc1ccc([N+](=O)[O-])cc1S(=O)(=O)N1CCCC(C)C1 (stereo not drawn)	-0.1	5	4	1.5
Cc1ccc(N2CC(C(=O)Nc3nccs3)CC2=O)cc1 (stereo not drawn)	-0.2	7	-6	-0.9
CCN1c2ncccc2C(=O)NC12CCN(C(=O)c1cnn3cccnc13)CC2	0.1	4	6	1.8
Brc1ccc(-c2nnc3sc(CNCCc4ccccc4)cn23)cc1	0.2	10	0	-0.5
Cc1ccc(NS(=O)(=O)CCc2ccccc2)cc1N1CCCC1=O	-0.1	-10	-1	-0.9
COc1cc2c(cc1OC)n(CC(=O)N1CCc3ccccc3C1)n1c(C)cc(=O)nc21	0.0	-12	-2	2.9
COC(=O)Nc1ccc(S(=O)(=O)NCCO)cc1	-0.1	0	4	0.1
N#Cc1c(N2CCCC2=O)sc2c1CCC2	-0.2	-10	4	-3.0
O=S(=O)(c1ccc(NC(=S)NCc2ccco2)cc1)N1CCCC1	-0.2	3	-11	-0.2
COc1ccc(/C=C2/C(C)=C(C#N)c3nc(N)c(C#N)c(C)c32)cc1	-0.1	2	7	-0.8
O=C(Nc1ccccc1)c1cncc(-c2csc3ccccc23)c1	-0.1	0	-1	-0.6
COC(=O)C12CC3CC(CC(NC(=O)C4(c5ccccc5)CCOCC4)(C3)C1)C2	0.0	3	2	0.1
CCc1ccccc1NC(=O)C(=O)NCCCCCO	-0.2	3	0	3.2
COc1ccc(CCn2nnnc2CN2CCN(Cc3ccccc3)CC2)cc1OC	0.1	-11	-8	-0.9
CC1=C(C(=O)OC(C)C)C(c2ccc(Br)cc2)N2C(=O)CCSC2=N1 (stereo not drawn)	0.0	-5	10	-0.2
COc1ccc(OC)c(C2C3=C(CC(C)(C)CC3=O)Nc3[nH]c(=O)[nH]c(=O)c32)c1 (stereo not drawn)	0.1	13	3	-0.1
COc1cccc(CC2(CO)CCCN(Cc3ccc4nsnc4c3)C2)c1 (stereo not drawn)	0.4	-19	-17	1.4
Nc1nc2c(c3c1C(=O)NC3=O)CCCC2	0.1	-11	3	-0.4
COc1cccc(NC(=O)Cn2c(=O)c(CNc3ccc(OC)c(OC)c3)cc3ccc(C)cc32)c1	-0.5	15	9	-0.8
CCSc1nnc2c(n1)OC(CC)N(C(C)=O)c1ccccc1-2 (stereo not drawn)	0.4	0	-7	-0.3
CC(C)CCN1CCC(n2nccc2NC(=O)c2ccc3c(c2)OCO3)CC1	0.1	4	8	0.8
CC(C)C[C@@H]1NC(=O)[C@@H]2C[C@H](NC(=O)Nc3ccc(C(C)C)cc3)CN2C1=O	-0.2	-3	-18	0.3
CC(=O)C(C)Sc1nnc(Nc2ccccc2F)s1 (stereo not drawn)	0.0	0	-4	-6.9
COC(=O)c1ccc(NC(=S)NC(=O)C2CC2)cc1	0.8	1	-35	0.1
COc1ccc(C(C)NC(=O)c2ccccc2Cl)cc1 (stereo not drawn)	0.0	1	-2	0.5
COCCn1c(=O)n(CC(=O)NCc2ccc(F)cc2)c2cccnc21	0.1	11	3	0.5
CCOC(=O)N1CCC(NCCc2ccc(F)cc2)CC1	0.2	6	6	1.8
Cc1ccc(S(=O)(=O)NN=C2C3CC4CC(C3)CC2C4)cc1[N+](=O)[O-]	-0.2	-11	-6	1.2
CCOc1cc(C(=O)Nc2c3c(nn2C(C)(C)C)CSC3)cc(OCC)c1OCC	0.3	8	-10	1.4
COC(=O)c1c(C(C)(C)C)oc2c1cc(NS(=O)(=O)c1ccc(C)cc1)c1ccccc12	-0.1	-1	0	0.3
CCCSCCCNC(=O)C1CCN(c2nnc(N3CCCC3=O)s2)CC1	0.1	6	10	1.2
COc1cccc(-c2nc(/C=C3\C(C)=Nc4ccccc43)c(O)o2)c1	0.5	7	0	-1.2
CCOC(c1ccccc1)c1ccc2c(c1)CN(C1CCOCC1)CCO2 (stereo not drawn)	0.0	0	4	1.1
O=C(NC(=S)NNC(=O)c1ccccc1[N+](=O)[O-])c1ccc(Br)cc1	0.1	5	1	0.6
CCC(=O)Nc1nn2c(-c3cccc(C)c3)nnc2s1	0.1	-20	11	2.4
CCc1cccc2c(C=O)cn(CC(=O)OC)c12	-0.2	-5	-8	-0.4
CC(=O)N1CCc2c(sc(NC(=O)CN3C(=O)CCC3=O)c2C(N)=O)C1	0.1	12	0	0.5
Cc1cccc(NC(=O)c2cc(NC(=O)Cc3ccccc3)ccc2N2CCOCC2)c1	0.0	6	6	-0.4
Cc1ccccc1OCC(=O)Nc1ccc(Cl)cn1	0.1	3	-56	-0.6
CC(CN1CCCCCC1)C(=O)c1ccccc1 (stereo not drawn)	0.7	11	4	3.9
COC(=O)C1=C(C)NC(C)=C(C(=O)OC)C1c1c(F)cccc1Cl	0.1	-3	1	0.6
COc1cc(Nc2cc(-n3cnc(Nc4ccccc4)n3)c(F)cn2)ccc1N1CCOCC1	0.8	16	-18	-0.7
COc1ccc(C(=O)N2c3ccc(C)cc3C(Nc3ccc(C)cc3)CC2C)cc1 (stereo not drawn)	-0.2	-2	-2	0.2
CCc1ccc(-c2nc(CSCC(=O)NCc3ccco3)c(C)o2)cc1	-0.5	21	6	-0.3
COc1ccc(OCC(=O)Nc2c[nH]c(=O)[nH]c2=O)cc1	-0.2	21	11	0.6
Cc1cc(C)cc(NC(=O)Cn2cc3c(n2)CCC(C)C3)c1 (stereo not drawn)	0.1	2	-1	-0.6
COC(=O)c1cc(Nc2cc(OC)cc(OC)c2)c2cc(C)ccc2n1	-0.2	1	41*	1.5
COCCOC(=O)C1=C(C)NC2=C(C(=O)CC(c3ccc(OC)c(OC)c3)C2)C1c1cccc([N+](=O)[O-])c1 (stereo not drawn)	0.0	-2	28	0.7
CCN1CCCC1CNC(=O)c1sc2ncnc(NCc3ccco3)c2c1C (stereo not drawn)	0.1	14	-3	0.3
Cc1cc(=O)[nH]c2nnc(SCC(=O)N3CCCC3)n12	0.0	12	3	1.7
O=C(OCCOc1ccc(Br)cc1)c1nn(CCO)c(=O)c2ccccc12	0.2	4	6	-0.2
O=C(Cn1ncn2c(cc3sccc32)c1=O)N1CCCCCC1	0.0	-9	2	0.3
O=C(CCN1CCCCCC1)Nc1ccc(Br)cc1	0.2	17	6	1.3
CC(C)(C)NC(=O)c1ccc(NC(=O)CN2CCOCC2)cc1	0.2	9	9	-0.3
